HIV RNase H inh = HIV-1 RT RNase H inhibitors, primary screen, biochemical, fluorescence. RT-RNase H RNA/DNA duplex cleavage. inhibition, % at 10 µM. 65,000 tested, 1.9% active. AID 565, 2006; in the data active means inhibition above about 50%
RmlCD inh mix = RmlC and RmlD coupled enzyme inhibitors, primary screen, biochemical, 384-well, compound mixtures, retest; RmlC/RmlD coupled enzyme inhibition, 384-well mixture HTS; inhibition, % at 5.5 µM; AID 1532, 2009; 110,000 tested, 0.39% active; in the data active means inhibition above about 30%, passing the limit was not always enough; further: strong numbers were not always called active
* marks the source's active call; other numbers are inactive results; . = no result given; & = joins results of further samples. Some of the compounds tested; the hit share may differ from the screen's.

c1ccc2c(CC3=NCCN3)cccc2c1
  HIV RNase H inh: -4.1
  RmlCD inh mix: -13.7
CC(=O)[C@H]1CC[C@H]2[C@@H]3C[C@H](C)C4=CC(=O)CC[C@]4(C)[C@H]3[C@@H](O)C[C@]12C
  HIV RNase H inh: .
  RmlCD inh mix: 31.3
C[C@]12CC[C@H]3[C@@H](CCC4=CC(=O)CC[C@@]43C)[C@@H]1CC[C@@H]2C(=O)CO
  HIV RNase H inh: -5.0
  RmlCD inh mix: 2.8
CC(Oc1c(Cl)cccc1Cl)C1=NCCN1 (stereo unspecified)
  HIV RNase H inh: .
  RmlCD inh mix: -11.8
C[C@H](CCC(=O)O)[C@H]1CC[C@H]2[C@@H]3[C@@H](O)C[C@@H]4C[C@H](O)CC[C@]4(C)[C@H]3CC[C@]12C
  HIV RNase H inh: .
  RmlCD inh mix: 3.1
Nc1cc(-c2ccncc2)c[nH]c1=O
  HIV RNase H inh: .
  RmlCD inh mix: -6.1
CC(C)Cc1ccc([C@H](C)C(=O)O)cc1
  HIV RNase H inh: .
  RmlCD inh mix: 1.6
O=C1NCC2(CCN(CCc3ccccc3)CC2)O1
  HIV RNase H inh: .
  RmlCD inh mix: 3.9
COc1cc2nc(N3CCN(C(=O)C4COc5ccccc5O4)CC3)nc(N)c2cc1OC (stereo unspecified)
  HIV RNase H inh: -14.8
  RmlCD inh mix: 3.2
COc1nc(C)nc(Cl)c1NC1=NCCN1
  HIV RNase H inh: .
  RmlCD inh mix: -6.1
NS(=O)(=O)c1cc2c(cc1C(F)(F)F)NC(Cc1ccccc1)NS2(=O)=O (stereo unspecified)
  HIV RNase H inh: -7.1
  RmlCD inh mix: 1.0
NC(=O)NC(CCC(=O)O)C(=O)O (stereo unspecified)
  HIV RNase H inh: .
  RmlCD inh mix: 11.8
CCCOc1ccccc1-c1nc2n[nH]nc2c(=O)[nH]1
  HIV RNase H inh: .
  RmlCD inh mix: 5.3
Cc1nnc(NS(=O)(=O)c2ccc(N)cc2)s1
  HIV RNase H inh: -4.2
  RmlCD inh mix: -11.8
O=C1N(c2ccccc2)c2ccccc2C1(Cc1ccncc1)Cc1ccncc1
  HIV RNase H inh: .
  RmlCD inh mix: -7.1&1.0

Fetched by compound from above:
CC(C)Cc1ccc([C@H](C)C(=O)O)cc1
  HIV RNase H inh: .
  RmlCD inh mix: 1.6
NC(=O)NC(CCC(=O)O)C(=O)O (stereo unspecified)
  HIV RNase H inh: .
  RmlCD inh mix: 11.8
Nc1cc(-c2ccncc2)c[nH]c1=O
  HIV RNase H inh: .
  RmlCD inh mix: -6.1

(cont.)
COc1ccccc1OCC(O)COC(N)=O (stereo unspecified)
  HIV RNase H inh: -6.2
  RmlCD inh mix: 3.1
CC(=O)O[C@]1(C(C)=O)CC[C@H]2[C@@H]3C=C(Cl)C4=CC(=O)[C@@H]5C[C@@H]5[C@]4(C)[C@H]3CC[C@@]21C
  HIV RNase H inh: .
  RmlCD inh mix: 7.1
CN(C)CCCN1c2ccccc2Sc2ccccc21
  HIV RNase H inh: -10.9
  RmlCD inh mix: -3.9
Cc1coc2c1C(=O)C(=O)c1c-2ccc2c1CCCC2(C)C
  HIV RNase H inh: .
  RmlCD inh mix: -14.0
CC(C)Cc1ccc(C(C)C(=O)O)cc1 (stereo unspecified)
  HIV RNase H inh: -9.0
  RmlCD inh mix: 6.6
CC1=NN(c2ccccc2)C(=O)C1
  HIV RNase H inh: -2.7
  RmlCD inh mix: -20.4
CN(C)C/C=C(/c1ccc(Br)cc1)c1cccnc1
  HIV RNase H inh: .
  RmlCD inh mix: 9.6
CN1CCC(=C2c3ccccc3CCc3sccc32)CC1
  HIV RNase H inh: .
  RmlCD inh mix: -7.8
COc1ccc(CN(CCN(C)C)c2ccccn2)cc1
  HIV RNase H inh: 0.7
  RmlCD inh mix: -2.5
CCOc1ccc(S(=O)(=O)N2CCCCCC2)c2ccccc12
  HIV RNase H inh: .
  RmlCD inh mix: 12.0
CC(C)Cn1cnc2c1c(=O)n(C)c(=O)n2C
  HIV RNase H inh: .
  RmlCD inh mix: 20.6

5 of these compounds, set out differently.
Under each structure: HIV RNase H inh, RmlCD inh mix
> CC(=O)O[C@]1(C(C)=O)CC[C@H]2[C@@H]3C=C(Cl)C4=CC(=O)[C@@H]5C[C@@H]5[C@]4(C)[C@H]3CC[C@@]21C
 : ., 7.1
> Cc1nnc(NS(=O)(=O)c2ccc(N)cc2)s1
 : -4.2, -11.8
> NS(=O)(=O)c1cc2c(cc1C(F)(F)F)NC(Cc1ccccc1)NS2(=O)=O (stereo unspecified)
 : -7.1, 1.0
> CC(Oc1c(Cl)cccc1Cl)C1=NCCN1 (stereo unspecified)
 : ., -11.8
> COc1nc(C)nc(Cl)c1NC1=NCCN1
 : ., -6.1

In the list so far, two have an NH in an aromatic ring.
Nc1cc(-c2ccncc2)c[nH]c1=O
  HIV RNase H inh: .
  RmlCD inh mix: -6.1
CCCOc1ccccc1-c1nc2n[nH]nc2c(=O)[nH]1
  HIV RNase H inh: .
  RmlCD inh mix: 5.3

Screens (PubChem)
